Screening results from PubChem.
GCN5L2 inh = blocks human GCN5L2 histone acetyltransferase; Q92830; GCN5L2 HAT assay, ThioGlo1 CoA-SH fluorescence; Potency, µM (series often up to 58.9 µM), for the others: top-dose activity change, negative = inhibition, usual class: inhibitors; 0.21% of 390,000 active
Target sequence (Q92830 whole entry, looked up): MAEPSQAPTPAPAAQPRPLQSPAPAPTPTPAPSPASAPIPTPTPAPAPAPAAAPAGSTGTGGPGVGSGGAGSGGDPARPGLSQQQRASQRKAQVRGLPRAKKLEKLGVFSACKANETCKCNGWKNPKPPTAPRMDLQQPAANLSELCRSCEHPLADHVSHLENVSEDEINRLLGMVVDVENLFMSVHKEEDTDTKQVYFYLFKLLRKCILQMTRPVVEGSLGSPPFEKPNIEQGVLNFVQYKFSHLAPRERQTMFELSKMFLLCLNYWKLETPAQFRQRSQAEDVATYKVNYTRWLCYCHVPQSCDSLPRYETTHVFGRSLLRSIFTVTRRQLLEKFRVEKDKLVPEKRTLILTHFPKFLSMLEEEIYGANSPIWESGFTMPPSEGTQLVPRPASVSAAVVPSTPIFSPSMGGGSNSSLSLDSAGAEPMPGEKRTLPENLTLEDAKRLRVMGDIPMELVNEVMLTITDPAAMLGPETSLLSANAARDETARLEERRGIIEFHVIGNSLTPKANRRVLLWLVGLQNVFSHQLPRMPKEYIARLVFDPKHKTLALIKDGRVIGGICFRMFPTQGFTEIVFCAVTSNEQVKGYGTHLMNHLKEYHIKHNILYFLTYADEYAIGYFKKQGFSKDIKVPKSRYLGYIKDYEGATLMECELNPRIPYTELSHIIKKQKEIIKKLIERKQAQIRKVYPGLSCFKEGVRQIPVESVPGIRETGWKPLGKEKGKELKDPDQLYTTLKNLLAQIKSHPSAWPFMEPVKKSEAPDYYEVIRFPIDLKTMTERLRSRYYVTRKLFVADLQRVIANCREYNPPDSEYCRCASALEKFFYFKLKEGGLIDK
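Free CoA generated was detected with ThioGlo1 (50uM) fluorescence at Ex340nm/Em540nm, read immediately and after 20 min at room temperature. Enzyme, 20 nM in HEPES pH 7.5 buffer, saw compounds 15 min before adding 75uM H3(1-25) peptide and 70uM acetyl-CoA.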
DT40 TDP1 no CPT = qHTS for Inhibitors of human tyrosyl-DNA phosphodiesterase 1 (TDP1): qHTS in cells in absence of CPT; AID 686978, 2013; 15% of 420,000 active; Potency, µM (doses to about 46.2 µM), for inactives: top-dose activity change, negative = growth inhibition, most hits filed as inhibitors; DT40 Tdp1-/- hTDP1 cells, no CPT, ATP luminescence, 48 h; also: nearly all actives have a fitted effect of over 55% in size
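A cellular qHTS used chicken DT40 cells lacking endogenous Tdp1 but carrying stably transfected human TDP1. Compounds were applied without camptothecin, and cell growth kinetics were judged by ATP-dependent luminescence after ≥48 hr.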
TDP1 inh = TDP1 (human) enzyme inhibition; AID 485290; Potency, µM (doses to about 130 µM), without a hit: top-dose activity change, negative = inhibition, hits mostly inhibitors; Q9NUW8; recombinant TDP1, AlphaScreen DNA substrate cleavage; 0.28% of 350,000 active; also: nearly all actives have a fitted effect of over 40% in size
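Compounds were preincubated with Tdp1 (1 nM final) for 15 min at room temperature before substrate (15 nM final) started a 5 min reaction; beads (10 ug/ml final) were then added for 10 min before AlphaScreen detection.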
Starred values were filed as active, the others as inactive; ? = inconclusive; · = not tested or not shown; & = joins results of further samples; [ ] = another dose, or the depositor's remark. Calls follow the shape of the dose curve; as a rule, active = well fitted curve in the direction sought with a large enough effect; inconclusive = small, poorly fitted or top-dose-only effect, or another doubt; inactive = no such curve, though single readings can be large; an effect the other way counts as inactive or inconclusive. % is scaled to controls: 0 for no effect and ±100 for the full control effect; potency is read from the fitted curve at half-maximal effect.

SMILES	GCN5L2 inh	DT40 TDP1 no CPT	TDP1 inh
CCOC(=O)c1c(C)oc2c1c(C=NC1CCS(=O)(=O)C1)c(O)c1ccccc12 (stereo unspecified)	0%	21µM*	2%
CCCCCCCCCCCCCCCCCCCCCCO	45%&11%[activator]	1%	6%&4%
CCN(c1ccccc1)S(=O)(=O)c1ccc(C(=O)NCC(=O)Nc2ccc(F)c(F)c2F)cc1	-2%	15µM*	0%
O=C(Cn1cnc2scc(-c3ccccc3)c2c1=O)N1CCOCC1	·	-15%	2%
COC(=O)COc1ccc(S(=O)(=O)N2CCCCC2)cc1[N+](=O)[O-]	0%	-13%	-4%
Cn1ccnc1SCC(=O)c1c[nH]c2ccccc12	-1%	-15%	0%
CCCCOc1cccc(C(=O)N(Cc2cccs2)c2ccc(OC)cc2)c1	-17%	6.5µM*	-10%
Cc1c(C(=O)O)cccc1-c1ccc(/C=C2\SC(=O)NC2=O)o1	-6%	-18%	-2%
CC1CC(C)CN(CCCNC(=O)c2csc3c2CCCCC3)C1 (stereo unspecified)	-4%	-2%	5%
O=S(=O)(c1ccc(Cl)s1)N1CCN(C/C=C/c2ccccc2)CC1	-4%	?	6%
CCN(CC)CCOc1ccc(Br)cc1	-1%	-19%	-3%
COC(=O)c1nc2n(n1)C(c1cccc(Cl)c1)C(C(=O)Nc1ccccc1OC)=C(C)N2 (stereo unspecified)	-11%	5%	5%
CCC(C)NC(=O)c1csc2c1CCCCC2 (stereo unspecified)	-2%	-9%	5%
CC(C)Cn1c(-c2cc([N+](=O)[O-])ccc2Cl)nc2c1c(=O)[nH]c(=O)n2Cc1ccccc1	-5%	-19%	0%
C/C(=N\NC(=O)c1cc2ccccc2cc1O)c1ccc(C)o1	-22%	15µM*	3%
CCOC(=O)C1CCCN(Cc2nc3ccc([N+](=O)[O-])cc3c(=O)n2-c2ccc(OC)cc2OC)C1 (stereo unspecified)	-12%	23µM*	2%
CC1=NN(C(N)=S)C(=O)C1N=Nc1c(Cl)cc([N+](=O)[O-])cc1Cl (stereo unspecified)	-10%	16µM*	·
CCC(N)(C(=O)O)c1ccc(C(=O)O)cc1 (stereo unspecified)	1%	-20%	5%
Nc1ncc(Br)cc1S(=O)(=O)NCCC(=O)N1CCN(c2ncccn2)CC1	1%	-15%	4%
COc1ccc(C(=O)O)cc1NC(=S)NC(=O)C(c1ccccc1)c1ccccc1	-8%	-10%	7%[56.1 µM]
CC(C(=O)NC1CCS(=O)(=O)C1)N1C(=O)/C(=C/c2ccc(Cl)cc2)SC1=S (stereo unspecified)	-9%	?	8%
COc1ccc(C2NC(=O)C(C#N)=C(S)N2c2cccc(C)c2)cc1OC (stereo unspecified)	-10%	?	-7%
COc1ccc(NC(=O)CC(C)CC(=O)NCc2ccccc2)c(OC)c1 (stereo unspecified)	-12%	20%	3%
CC(=O)Nc1ccc(Oc2ccc(S(=O)(=O)N3CCCC3)cn2)cc1	1%	-26%	-1%[56.1 µM]
Fc1ccc(CNC(=S)NC2CCCC2)cc1	-1%	?	1%
CCn1c(SCC(=O)NCc2ccco2)nc2c(c1=O)SC(C)C2 (stereo unspecified)	-8%	-11%	1%
O=c1[nH]c(N/N=C/c2cc3c(cc2[N+](=O)[O-])OCO3)nc2ccccc12	-12%	-17%	6%
CCOc1ccc(C(=O)N(Cc2cc(OC)c(OC)c(OC)c2)c2ccccn2)cc1	-6%	21µM*	-2%
COc1ccc(CCN(C)S(=O)(=O)c2ccc(Cl)nc2)cc1OC	-13%	?	5%
CC(=C/C(=O)O)/C(=C/c1ccccc1)C(=O)O	-3%	-22%	2%
COc1ccc(N=C2SC(CC(=O)Nc3ccccc3)C(=O)N2Cc2ccccn2)cc1 (stereo unspecified)	-7%	23µM*	12%
COc1ccccc1NS(=O)(=O)c1cccc(C(=O)NCC(c2ccc(F)cc2)N2CCOCC2)c1 (stereo unspecified)	3%	?	·
COc1ccc(NS(=O)(=O)c2ccc3oc(=O)ccc3c2)cc1	0%	-10%	·
CCOc1ccc2oc(=O)cc(CN3CCN(C(=O)c4ccc(Cl)cc4)CC3)c2c1	-5%	21µM*	2%
Cc1ccc(OCC(=O)c2ccc(Cl)s2)c([N+](=O)[O-])n1	?	13µM*	-6%
Cc1c(N=CN2CCOCC2)c(=O)n(C)c(=O)n1C	-12%	2%	7%
C=CCOc1ccc(/C=N/NC(=O)CC(=O)NC2CCCCC2)cc1	-2%	0%	2%[0.0935 µM]
COCCCN(Cc1ccco1)C(=O)c1cc2c(s1)-c1ccccc1OC2	-9%	·	-1%
Cn1cnnc1SCC(=O)c1c(N)n(Cc2ccccc2)c(=O)n(C)c1=O	-3%	5%	-2%
CC1=C(C(=O)Nc2ccccc2)C(c2ccc(N(C)C)cc2)NC(=O)N1 (stereo unspecified)	1%	6%	-5%
COC(=O)CSc1ncnc2c1cnn2-c1ccc(C)cc1C	-17%	-16%	-6%
Cc1ccn2c(=O)cc(COc3ccc(NC(=O)COc4ccccc4)cc3)nc2c1	2%	4%	0%
O=C(NCc1ccccn1)c1ccc2c(=O)n3nc(Nc4ccccc4)sc3nc2c1	-4%	0%	-21%
COc1cc(C(=O)OCC(=O)NCCC2=CCCCC2)ccc1OCC(C)C	-4%	?	·
COc1cccc(CSc2nc(N)cc(N)n2)c1	-1%	3%	·
CC(=O)N1CCc2c(sc(NC(=O)C3CCN(S(=O)(=O)c4cccs4)CC3)c2C(N)=O)C1	-3%	-18%	4%
NC(=O)/C(=N\OC(=O)c1ccco1)c1nc(-c2ccc(Br)cc2)cs1	3%	?	10%
CNC(=S)NNC(=O)c1sccc1OCc1ccccc1	14%	4%	4%
Cc1ccc(NC(=O)CSc2nnc(Cn3c(=O)sc4ccccc43)n2C)cc1Cl	-2%	-22%	3%
COC(=O)CSC(=S)N1C(C)CCCC1C (stereo unspecified)	-4%	15%	3%
Cc1cc(Nc2ccc(F)cc2C)n2nc(C)nc2n1	-2%	-8%	2%
Cn1cnnc1SCc1ccc(C#N)cc1	1%	-12%	3%
C(#CCN1CCOCC1)COCCCOC(c1ccccc1)c1ccccc1	3%	-16%	1%
O=C(C1CCOCC1)N1CCCC(N2CCN(c3cccc(Cl)c3)CC2)C1 (stereo unspecified)	-22%	0%	4%
Cc1ccc(C(=O)NNC(=O)c2cccnc2SCc2cccc([N+](=O)[O-])c2)cc1	2%	?	1%
CCN1C(=O)/C(=C\N2CCN(c3ccccc3)CC2)SC1=S	-12%	?	4%
Cc1cccc(CCN2CCN=C2N(C)C)c1	-7%	-6%	·
CCN(C(=O)Cn1nc(C)c([N+](=O)[O-])c1C)c1c(N)n(Cc2ccccc2)c(=O)[nH]c1=O	1%	-1%	·
CC(C)C[C@@H]1CN=C(N)N1C[C@@H]1CCCN1C[C@H](C)N1C[C@@H](Cc2ccccc2)N(CCc2ccc(Cl)c(Cl)c2)C1=N	-3%	?	-2%
CCCN1CN(Cc2ccccc2)CNC1=S	11%	-2%	1%
Remaining list, next part
SMILES	GCN5L2 inh	DT40 TDP1 no CPT	TDP1 inh
CC(C)c1ccc(Nc2ncnc3c2nc2n3CCCC2)cc1	-7%	?	9%
O=C(CN1C(=O)C2(SCC(=O)N2c2ccc(F)cc2)c2ccccc21)NCCc1ccccc1 (stereo unspecified)	-12%	?	1%
Cc1ccc(C)c(N2CCN(CCCNC(=O)Cn3cccc3C(=O)c3ccccc3)CC2)c1	-4%	5.2µM*	5%
COc1ccc(CNC(=O)c2cnc3scc(C)n3c2=O)cc1	-11%	?	4%
CCc1nc2ccccc2n1CC(=O)Nc1cc(C)on1	-8%	?	1%
CC(=O)COC(=O)C1CC(=O)N(c2ccc(C)c(C)c2)C1 (stereo unspecified)	-7%	26%	3%
O=c1c(CCc2ccccc2)nc2cncnc2n1-c1ccccc1	-10%	?	·
CCc1ccc(C(C)NC(=S)NCc2ccc(F)cc2)cc1 (stereo unspecified)	-6%	?	0%
Nc1c(-c2ccccc2)n[nH]c1-c1ccccc1	0%	-15%	0%
O=C(C[C@H]1C/C=C\CC[C@@H](Cc2ccc(F)cc2)C(=O)O[C@H](c2ccccc2)CNC1=O)N[C@H](CO)Cc1ccccc1	-3%	15µM*	0%
O=C(Nc1cc(C(F)(F)F)ccc1N1CCOCC1)c1c(F)c(F)c(F)c(F)c1F	1%	?	5%
CCOc1ccc2nc(C)cc(C(=O)O)c2c1	2%	0%	2%
Cc1cccc(CNc2ncncc2-c2ccccc2C(F)(F)F)c1	-10%	-23%	·
O=C(Nc1ccc(F)cc1Cl)c1ccc2c(=O)n3c(nc2c1)CCC3	2%	?	-1%
O=C(c1ccccc1F)N(Cc1ccccc1)C1CCS(=O)(=O)C1 (stereo unspecified)	-3%	-4%	4%
COc1cc(CN(CC(C)C)S(=O)(=O)c2ccccc2Br)cc(OC)c1	-10%	?	·
CCC(C)C1Nc2ccc(C(=O)NCc3ccc4c(c3)OCO4)cc2NC1=O (stereo unspecified)	-16%	?	0%
COc1ccc(N2C(=O)C(Cl)=C(Nc3ccccc3OC)C2=O)cc1	-7%	?	3%

Of the compounds above, these have an aryl methoxy group.
SMILES	GCN5L2 inh	DT40 TDP1 no CPT	TDP1 inh
CCCCOc1cccc(C(=O)N(Cc2cccs2)c2ccc(OC)cc2)c1	-17%	6.5µM*	-10%
COC(=O)c1nc2n(n1)C(c1cccc(Cl)c1)C(C(=O)Nc1ccccc1OC)=C(C)N2 (stereo unspecified)	-11%	5%	5%
CCOC(=O)C1CCCN(Cc2nc3ccc([N+](=O)[O-])cc3c(=O)n2-c2ccc(OC)cc2OC)C1 (stereo unspecified)	-12%	23µM*	2%
COc1ccc(C(=O)O)cc1NC(=S)NC(=O)C(c1ccccc1)c1ccccc1	-8%	-10%	7%[56.1 µM]
COc1ccc(C2NC(=O)C(C#N)=C(S)N2c2cccc(C)c2)cc1OC (stereo unspecified)	-10%	?	-7%
COc1ccc(NC(=O)CC(C)CC(=O)NCc2ccccc2)c(OC)c1 (stereo unspecified)	-12%	20%	3%
CCOc1ccc(C(=O)N(Cc2cc(OC)c(OC)c(OC)c2)c2ccccn2)cc1	-6%	21µM*	-2%
COc1ccc(CCN(C)S(=O)(=O)c2ccc(Cl)nc2)cc1OC	-13%	?	5%
COc1ccc(N=C2SC(CC(=O)Nc3ccccc3)C(=O)N2Cc2ccccn2)cc1 (stereo unspecified)	-7%	23µM*	12%
COc1ccccc1NS(=O)(=O)c1cccc(C(=O)NCC(c2ccc(F)cc2)N2CCOCC2)c1 (stereo unspecified)	3%	?	·
COc1ccc(NS(=O)(=O)c2ccc3oc(=O)ccc3c2)cc1	0%	-10%	·
COc1cc(C(=O)OCC(=O)NCCC2=CCCCC2)ccc1OCC(C)C	-4%	?	·
COc1cccc(CSc2nc(N)cc(N)n2)c1	-1%	3%	·
COc1ccc(CNC(=O)c2cnc3scc(C)n3c2=O)cc1	-11%	?	4%
COc1cc(CN(CC(C)C)S(=O)(=O)c2ccccc2Br)cc(OC)c1	-10%	?	·
COc1ccc(N2C(=O)C(Cl)=C(Nc3ccccc3OC)C2=O)cc1	-7%	?	3%

An excerpt, so the mix of outcomes need not match the whole.
